Source: PubChem BioAssay
RTF Ca sens inh = cardiac RTF calcium desensitization; P19429+P45379; IANBD-labeled cardiac RTF, Ca2+ fluorescence; inhibition, % at 7.15 µM; 340,000 tested, 0.12% active;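 active = inhibition above the mean inhibition of all tested compounds plus 3 SD, cut at about 17% in these data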;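 also: assay run at fixed EC70 calcium of 1.6 mM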
Pemphigus Ab inh = human desmoglein-3 autoantibody binding inhibition | P32926 | DSG3-coupled beads, scFv-anti-DSG3-GFP binding, flow cytometry; active compounds read low | binding (percent of control), % at 10 µM | 310,000 tested, 0.48% active;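 active = binding more than 3 SD below its plate's average and above zero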;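 also: hits lower antibody fragment binding to DSG3; some compounds called inactive have numbers as strong as hits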
CAL PDZ FP-1 = human CAL PDZ-peptide interaction inhibition; Q9HD26; purified CAL PDZ, TMR-peptide fluorescence polarization, 1 h; inhibition, % at 20 µM; 330,000 tested, 0.02% active; AID 504414;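 active = highest replicate inhibition of at least 40%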;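 also: plate controls were DMSO neutral control wells for no effect and unlabeled competitor peptide control wells for full effect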
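Material: tagged CAL PDZ domain; buffer or medium: 25 mM sodium phosphate pH 7.4, 150 mM NaCl, TCEP, IgG, Thesit; compound dosing: single point, 20 µM; schedule: 1 h incubation at room temperature before polarization reading; measured by: FP readout, S and P plane fluorescence; read-out basis: percent inhibition from loss of millipolarization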
Arrestin-AP2 inh = blocks beta-arrestin peptide binding to AP2 adaptin; inhibition, % at 10 µM; FITC-arrestin peptide / GST-AP2 beads, flow cytometry; AP2 beta2 appendage carries R879A mutation; AID 504490; 340,000 tested, 0.31% active;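 active = inhibition above a set limit, near 3 SD of compounds lacking own fluorescence, cut at about 54% in these data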;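 also: plate controls were DMSO wells for no effect and 5 µM unlabelled arrestin peptide for full effect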
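Assay system: GST-AP2 R879A bound to glutathione beads, E. coli-expressed; Medium: PBS with 0.05% Tween 20 and 0.1% BSA; Also added: fluorescein-tagged arrestin peptide at 50 nM final; Timing: 12 min plus 1 h, RT; Measured by: flow cytometry, FL1 (488/535 nm); Evaluation: percent drop in bead-associated FITC signal.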
Keap1-Nrf2 PPI = inhibitors of human Keap1-Nrf2 protein-protein interaction; Q14145; Keap1 Kelch-Nrf2 peptide fluorescence polarization, 1536-well; inhibition, % at 9.4 µM; 340,000 tested, 0.15% active; AID 504523; in the data active = inhibition above about 12%;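 also: human Keap1 Kelch domain with fluorescein labeled Nrf2 9mer peptide probe; 0% = neutral control wells and 100% = peptide positive control; higher means more block of Keap1 binding to Nrf2 peptide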
DAGLB inh = diacylglycerol lipase beta (human) inhibition; Q8NCG7; HEK293T DAGLB membrane lysate, EnzChek fluorogenic substrate; inhibition, % at 5.17 µM; 340,000 tested, 0.059% active; AID 504411; in the data active = inhibition above about 34%;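 also: 0% = enzyme with vehicle and 100% = wells lacking enzyme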
Target sequence (Q8NCG7 whole entry, looked up): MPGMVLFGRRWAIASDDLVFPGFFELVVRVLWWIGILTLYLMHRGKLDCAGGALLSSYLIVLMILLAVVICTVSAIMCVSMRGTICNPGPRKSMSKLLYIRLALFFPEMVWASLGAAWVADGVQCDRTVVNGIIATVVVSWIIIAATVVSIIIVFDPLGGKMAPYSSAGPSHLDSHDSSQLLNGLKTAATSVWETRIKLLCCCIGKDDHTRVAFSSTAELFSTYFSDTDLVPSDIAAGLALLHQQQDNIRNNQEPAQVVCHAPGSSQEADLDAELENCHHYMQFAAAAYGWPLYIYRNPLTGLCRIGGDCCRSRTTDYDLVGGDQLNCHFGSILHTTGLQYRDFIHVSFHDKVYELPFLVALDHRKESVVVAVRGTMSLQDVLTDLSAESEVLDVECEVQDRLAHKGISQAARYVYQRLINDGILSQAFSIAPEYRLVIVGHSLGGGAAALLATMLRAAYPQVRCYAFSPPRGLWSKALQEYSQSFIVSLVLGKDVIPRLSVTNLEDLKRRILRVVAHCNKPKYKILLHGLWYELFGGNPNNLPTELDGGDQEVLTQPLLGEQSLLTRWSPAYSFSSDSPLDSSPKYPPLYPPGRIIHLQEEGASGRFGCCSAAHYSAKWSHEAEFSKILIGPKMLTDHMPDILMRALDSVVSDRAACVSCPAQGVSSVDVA
C-LANA FP = blocks KSHV LANA C-terminal domain binding to DNA. MBP-C-LANA/FAM-LBS DNA binding, fluorescence polarization. inhibition, % at 9 µM. 340,000 tested, 0.078% active;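 active = highest replicate inhibition at or above 60% at 9 µM, even if other replicates fall short; inactive = all replicates below 60% inhibition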;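 also: 0% = neutral control wells and 100% = 4 µM acridine orange control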
CAL PDZ FP-2 = CAL PDZ (human) peptide binding inhibition | purified CAL PDZ, TMR-peptide fluorescence polarization, 1 h | 300,000 tested, 0.92% active | AID 602252 | inhibition, % at 24.9 µM;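 active = mean inhibition of at least 30% with at least half of replicates also reaching 30%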;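 also: 0% = DMSO neutral control and 100% = excess unlabeled competitor peptide PRC23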
NSD2 HMT inh = blocks human histone methyltransferase NSD2 | 310,000 tested, 0.54% active | NSD2 peptide methylation, AlphaScreen, 120 min | inhibition, % at 12.5 µM | AID 743445 | O96028; in the data active = inhibition above about 50%
V-ATPase pH = alters yeast V-ATPase proton transport. 350,000 tested, 0.37% active. response, % at 10 µM. S. cerevisiae, pHLuorin cytosolic pH fluorescence; in the data active = response mostly above about 7.3%, no sharp cut-off; inactive = mostly below about 5.4%; also: actives read high; inactives centre near 0; some compounds called inactive have numbers as strong as hits; reference of the scale not given here
Starred values were filed as active, the others as inactive; / = not tested or not shown; & = joins results of further samples. A portion of the library; the hit share may differ from the screen's.

Sequence of screens – RTF Ca sens inh, Pemphigus Ab inh, CAL PDZ FP-1, Arrestin-AP2 inh, Keap1-Nrf2 PPI, DAGLB inh, C-LANA FP, CAL PDZ FP-2, NSD2 HMT inh, V-ATPase pH
CCn1c(CCNC(=O)c2ccccc2Cl)n[nH]c1=S
    2, 95, /, -2, 1, -1, 1.5, -2, 0, 1
O=C(CN1CCN(S(=O)(=O)c2ccc(F)c(F)c2)CC1)Nc1ccccc1C(=O)NC1CC1
    -9, /, -0.3, -9, -1, 0, -0.9, /, 1, 2
CC(C)c1ccc(C(C(=O)NC2CCCC2)N(C(=O)CNC(=O)c2ccco2)c2cccnc2)cc1 (configuration not stated)
    -8, /, /, -1, 1, 2, 2.8, 6, /, -1
Cc1cccc(NC(=O)NCc2ccc3c(c2)OCO3)c1C
    7, 82, -2.2, 19, 2, 3, 0.4, -2, 0, 1
CN(C)C(=O)c1cc([N+](=O)[O-])cc([N+](=O)[O-])c1N(C)C
    -7, 86, -0.6, 7, -4, -1, -0.6, 7, 1, -5
Cc1ccc2nc(NC(=O)c3ccc(-c4nc5ccccc5s4)s3)sc2c1
    -9, 86, -1.5, 4, 1, 4, 0.8, /, /, 0
O=C(C[C@@H]1C/C=C\CCCC(=O)OC[C@@H]2CCCN2C1=O)N[C@H](CO)Cc1ccccc1
    -7, 99, -0.1, 3, -3, 1, 3.3, 1, /, 0
Cn1c(=O)c2c(nc(SCc3ccccc3F)n2C)n(C)c1=O
    2, 115, -1.3, -1, 0, 0, 11, -2, -3, 0
CN1CCN(S(=O)(=O)c2ccc(SCCOc3ccc(Cl)cc3)nc2)CC1
    1, 86, -0.6, 5, -2, -2, -3.1, -7, -2, 2
CC(=O)N1CCc2cc(S(=O)(=O)N3CCOCC3)ccc21
    -5, 90, -0.4, 11, 4, -3, 1.5, /, -1, 1
Cc1nn(Cc2ccc(C(=O)N3CCCC3)o2)c(C)c1[N+](=O)[O-]
    -4, 98, 0.4, -6, -5, 1, 1.0, -4, 0, -2
Cc1c(NS(=O)(=O)c2ccc(Br)cc2)c(=O)n(-c2ccccc2)n1C
    1, 100, -0.1, 11, -4, 1, 2.2, -2, -2, 6
Cc1cc(C)nc(N2CCC(C(=O)NC3CCCc4ccccc43)CC2)n1 (configuration not stated)
    -9, 103, -2.6, 7, -2, 3, -2.9, /, -3, -1
CCOc1ccc(NC(=O)CN2C(=O)NC3(CCCC3)C2=O)cc1S(=O)(=O)N1CCCCC1
    -1, 103, -1.4, 26, 4, -3, 1.4, 0, -1, -4
Cc1nc2cc(CO)ccc2n1C
    -3, 93, -4.0, -13, 1, -1, 1.2, -7, -5, 2
Nc1cccnc1S(=O)(=O)c1ccccc1
    3, 100, -1.1, -11, -5, -3, -2.0, -11, 1, -2
Cc1cc(S(=O)(=O)Nc2ccc3c(c2)n(C)c(=O)n3C)ccc1F
    3, 101, -1.2, 21, -3, 8, 1.1, 4, -1, -4
COc1ccc(C2=NOC(Cn3nc(C(=O)NCc4cccs4)cc3-c3ccccc3)C2)cc1 (configuration not stated)
    -1, 105, -1.2, 0, 4, -1, -1.4, -6, /, 0
O=C(C1=C(O)C(=O)N(CCc2ccccc2)C1c1ccncc1)c1cc2ccccc2o1 (configuration not stated)
    1, 101, -1.1, 10, -2, 4, 0.7, -1, 0, -2
O=C(N/N=C/C=C/c1ccco1)c1cccc([N+](=O)[O-])c1
    -5, 105, 0.5, -5, -4, 5, -0.3, -1, 1, 4
O=C1/C(=C/c2ccc([N+](=O)[O-])cc2)C=C(c2ccccc2)N1c1ccc(O)cc1
    -8, /, -2.8, 3, 0, 12, 0.9, 2, 0, 2
CC(=O)OC[C@H]1O[C@@H](O[C@H]2C[C@]3(C)C(C[C@@H](O)C4C([C@]5(C)CC[C@@H](C(C)(C)O)O5)CC[C@]43C)[C@@]3(C)CC[C@H](O)C(C)(C)C23)[C@H](O[C@@H]2O[C@@H](C)[C@H](O)[C@@H](O)[C@H]2O)[C@@H](O)[C@@H]1O (some centres not stated)
    -13, 106, -0.5, -6, -6, -3, -1.9, -2, /, 2
CCOC(=O)c1sc2nc(CC(=O)OC)nc(NCC(=O)OC)c2c1C
    -4, 104, -2.5, 30, 0, 0, -0.2, -3, -2, 3
CC(C)C(NC(=O)OCc1ccccc1)C(=O)NC1CCCCC1 (configuration not stated)
    -30, 91, 0.1, 1, -4, -5, -2.1, 0, -1, 6
COc1cccc(CN(C)C(=O)c2[nH]c(C)c(C(C)=O)c2C)c1OC
    -6, /, -0.8, -11, -2, -3, -0.8, /, 0, 3
CCOC(=O)c1cc2c(=O)n3cccc(C)c3nc2n(CC2CCCO2)c1=NC(C)=O (configuration not stated)
    -1&-16, 124&105, 0.5&-0.3, -13&-1, -3&-1, -1&-1, -2.8&-1.9, 3&-3, 2&2, 0&-1
Cc1ccc(C(=O)OC(C(=O)Nc2ccc(Cl)cc2C(F)(F)F)c2ccccc2)cc1 (configuration not stated)
    -3, 104, -0.8, 14, -7, -40, -0.3, 9, 9, 0
Cc1c(C)c2ccc(OCc3ccc(C(=O)O)o3)c(C)c2oc1=O
    4, 100, -1.8, 3, -7, 0, 2.0, 1, 1, 4
COc1ccc(N(C)S(=O)(=O)c2c(C)[nH]c(=O)[nH]c2=O)c(OC)c1
    7, 99, 0.7, 3, 2, 0, 0.7, /, -3, 0
Cc1nc(SCCCSc2n[nH]c(C)n2)n[nH]1
    -13, 98, -0.7, 1, -7, 0, 1.4, 2, -4, 4
CCN1c2ccccc2-c2nc3ccccc3n2C1c1cccnc1 (configuration not stated)
    -4, 98, -0.3, 4, 5, 4, 1.4, 0, -9, 0
COc1ccc(OC)c(NC(=O)CSc2nnc(-c3cnccn3)n2C)c1
    -3, /, -1.4, -5, -1, 0, -2.3, -1, -3, -2
COc1ccc(NC(=O)c2cccc(N3C(=O)C4C5C=CC(C6CC56)C4C3=O)c2)c(OC)c1 (configuration not stated)
    0, /, -0.8, 1, 3, 1, 0.0, -6, 7, 2
Cc1cc(C(=O)COC(=O)c2ccc([N+](=O)[O-])o2)c(C)n1CC1CCCO1 (configuration not stated)
    3, 111, -0.6, 6, -4, 0, 0.7, 16, 54*, 2
CCn1c(C(c2ccccc2)c2ccccc2)n[nH]c1=S
    4, /, 16, -2, -8, 26, 2.7, -4, 4, -1
CCOC(=O)N1CCC(NC(=O)Cc2cn(C)c3ccccc23)CC1
    0, 103, 0.4, -2, 1, -5, -1.8, -3, 2, 3
CCOc1cc(CNCCCN2CCOCC2)cc(Br)c1OCc1ccccc1Cl
    0, 114, -2.7, 33, 1, 0, -0.2, /, 8, 1
CCOC(=O)c1c(-c2ccc(OC)cc2)oc2ccc(O)cc12
    -2, 94, -1.3, -14, -3, -2, -0.5, -1, -3, 3
C=CCn1sc(N)c(C(=O)OCC)c1=S
    1, 104, -0.7, 0, -5, -2, 0.4, -2, 4, 1
Cc1cc(-c2ccc(Cl)s2)n[nH]1
    4, 101, -1.9, 26, 1, 0, 0.0, -4, 0, 4

Quoted from the entries so far (nine entries):
Sequence of screens – RTF Ca sens inh, Pemphigus Ab inh, CAL PDZ FP-1, Arrestin-AP2 inh, Keap1-Nrf2 PPI, DAGLB inh, C-LANA FP, CAL PDZ FP-2, NSD2 HMT inh, V-ATPase pH
COc1ccc(OC)c(NC(=O)CSc2nnc(-c3cnccn3)n2C)c1
    -3, /, -1.4, -5, -1, 0, -2.3, -1, -3, -2
COc1ccc(NC(=O)c2cccc(N3C(=O)C4C5C=CC(C6CC56)C4C3=O)c2)c(OC)c1 (configuration not stated)
    0, /, -0.8, 1, 3, 1, 0.0, -6, 7, 2
Cc1cc(C(=O)COC(=O)c2ccc([N+](=O)[O-])o2)c(C)n1CC1CCCO1 (configuration not stated)
    3, 111, -0.6, 6, -4, 0, 0.7, 16, 54*, 2
CCn1c(C(c2ccccc2)c2ccccc2)n[nH]c1=S
    4, /, 16, -2, -8, 26, 2.7, -4, 4, -1
CCOC(=O)N1CCC(NC(=O)Cc2cn(C)c3ccccc23)CC1
    0, 103, 0.4, -2, 1, -5, -1.8, -3, 2, 3
CCOc1cc(CNCCCN2CCOCC2)cc(Br)c1OCc1ccccc1Cl
    0, 114, -2.7, 33, 1, 0, -0.2, /, 8, 1
CCOC(=O)c1c(-c2ccc(OC)cc2)oc2ccc(O)cc12
    -2, 94, -1.3, -14, -3, -2, -0.5, -1, -3, 3
C=CCn1sc(N)c(C(=O)OCC)c1=S
    1, 104, -0.7, 0, -5, -2, 0.4, -2, 4, 1
Cc1cc(-c2ccc(Cl)s2)n[nH]1
    4, 101, -1.9, 26, 1, 0, 0.0, -4, 0, 4

(further entries)
Sequence of screens – RTF Ca sens inh, Pemphigus Ab inh, CAL PDZ FP-1, Arrestin-AP2 inh, Keap1-Nrf2 PPI, DAGLB inh, C-LANA FP, CAL PDZ FP-2, NSD2 HMT inh, V-ATPase pH
COc1ccccc1CNS(=O)(=O)c1ccc2c(c1)NC(=O)CO2
    -8, 114, -1.2, -3, -9, 3, 1.2, /, -2, 3
COc1ccc(-c2cn[nH]c2-c2ccc(OC)cc2O)cc1
    1, 94, 0.2, 6, 2, 2, -0.1, 1, 3, -2
CCOC(=O)N1CCN(C(=S)Nc2ccc(C)cc2)CC1
    7, /, -1.9, 12, -7, 0, -1.3, -5, -1, -2
CC(=O)N(c1nnc(-c2ccc(C)cc2)s1)C1CCCC1
    1, 107, -0.4, 7, -3, -4, -0.8, -9, -9, 0
